Bioassay records: PubChem, National Center for Advancing Translational Sciences (NCATS)
LMNA splice mod – qHTS Assay for Modulators of Lamin A Splicing; HeLa LMNA splicing GFP/RFP minigene ratio, 48 h; Potency, µM (highest dose often 46.1 µM), without a hit: at the highest dose ratio change, negative = inhibition, most hits filed as inhibitors; actives 0.01% (n = 200,000); active means well fitted inhibition curve with a large enough effect in the signal ratio, with a control signal flat, not every such curve was filed as active; inconclusive means small, poorly fitted or top-dose-only effect, or effect the other way, or a change in a side signal; the % refers to the signal ratio; further: potency means the concentration at half of the fitted maximal effect; on the % scale 0 is the no-effect control and ±100 the full control effect
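S3 HeLa cells stably expressing lamin A-EGFP splicing minigene plus DsRed2, 600 cells/well, 48 h compound exposure at 37C. Laser-scanning cytometry; analysed as GFP (500-530 nm)/RFP (575-640 nm) total intensity ratio; 0.5% DMSO vehicle.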
CBFb RUNX1 block – qHTS Assay for Compounds Blocking the Interaction Between CBF-beta and RUNX1 for the Treatment of Acute Myeloid Leukemia | Runt-related transcription factor 1 (Homo sapiens) + Core-binding factor subunit beta … | Potency, µM (top dose mostly 59.8 µM), for inactives: at the highest dose activity, negative = inhibition, hits mostly inhibitors | 230,000 tested, under 10 active | AlphaScreen CBFb-His/RUNX1-biotin binding, biochemical; further: % of control where 0% means no effect
Target sequence (Q01196 whole entry, looked up): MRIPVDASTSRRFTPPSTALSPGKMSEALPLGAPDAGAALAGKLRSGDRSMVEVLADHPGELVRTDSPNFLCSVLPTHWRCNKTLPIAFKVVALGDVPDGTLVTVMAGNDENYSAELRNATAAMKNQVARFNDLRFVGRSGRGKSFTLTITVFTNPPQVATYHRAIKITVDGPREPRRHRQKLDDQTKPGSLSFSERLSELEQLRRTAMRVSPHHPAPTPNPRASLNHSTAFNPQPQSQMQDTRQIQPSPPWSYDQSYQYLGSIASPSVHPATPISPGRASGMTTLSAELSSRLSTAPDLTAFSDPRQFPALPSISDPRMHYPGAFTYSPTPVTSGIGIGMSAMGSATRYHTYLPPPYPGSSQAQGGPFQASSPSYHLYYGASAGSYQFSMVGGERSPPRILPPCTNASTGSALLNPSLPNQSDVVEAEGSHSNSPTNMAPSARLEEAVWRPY
Target sequence (Q13951 whole entry, looked up): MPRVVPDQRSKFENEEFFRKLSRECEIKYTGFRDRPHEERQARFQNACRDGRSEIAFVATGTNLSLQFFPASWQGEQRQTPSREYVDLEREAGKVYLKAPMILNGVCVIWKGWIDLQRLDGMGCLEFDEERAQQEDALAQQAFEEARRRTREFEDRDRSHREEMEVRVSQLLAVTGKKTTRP
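Proteins preincubated together for 20 min at RT before compound addition; 15 min later, nickel and streptavidin beads were added and left 90 min prior to AlphaScreen measurement.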
NPSR antagonist – qHTS Assay for Antagonists of the Neuropeptide S Receptor: cAMP Signal Transduction; Potency, µM (highest dose often 38.3 µM), for inactives: at the top dose activity change, negative = inhibition, hits mostly inhibitors; Q6W5P4; CHO-NPSR cells, cAMP TR-FRET, antagonist mode; actives 1% (n = 220,000); further: potency means the concentration at half of the fitted maximal effect; on the % scale 0 is the no-effect control and ±100 the full control effect; nearly all actives have a fitted effect of over 50% in size; many of its hits are not listed in these tables
IMPase Li inh – qHTS Assay for Identifying the Cell-Membrane Permeable IMPase Inhibitors: Potentiation with Lithium. Potency, µM (titrated, usually from 59.4 µM), for the others: at the highest dose activity, negative = IMPase inhibition, most hits filed as inhibitors. actives 0.35% (n = 210,000). CHO-M1 cells, IP1 TR-FRET (IP-One), carbachol + lithium;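 further: IP1 builds up when IMPase is blocked and the TR-FRET signal falls; potency means the concentration at half of the fitted maximal effect; plate controls were basal vehicle for no effect and high inhibitor control for full effect; nearly all actives have a fitted effect of over 50% in size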
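Steps: plate 2000 CHO-M1 cells per well and culture 16–30 h; add compound and lithium; incubate 30 min, 37C; add d2-IP1 tracer and Eu cryptate anti-IP1 antibody in lysis buffer; read after 10 min at room temperature.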
Epigenetic derep – Quantitative High-Throughput Screen for Regulators of Epigenetic Control. murine LDR cells, GFP reporter derepression, 30 h. actives 0.2% (n = 280,000). Potency, µM (doses to about 53.9 µM), for the others: top-dose GFP activation, actives largely listed as activators; further: potency means the concentration at half of the fitted maximal effect; % of control where 0% means no effect; nearly all actives have a fitted effect of over 60% in size
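Reporter derepression read as number of fluorescent GFP-positive objects, 20-120 um in size, counted by laser-scanning cytometer. Mouse LDR line with an epigenetically silenced CMV-GFP locus; compound incubation 30 h, 37 C.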
KinaseGlo FLuc – Counterscreen for Luciferase (Kinase-Glo TM) Inhibition; Luciferin 4-monooxygenase (Photuris pensylvanica), Q27757; Kinase-Glo luciferase, ATP luminescence, 8 min; Potency, µM (doses to about 38.3 µM), inactives show at the highest dose activity change, negative = inhibition, most hits filed as inhibitors; actives 0.28% (n = 200,000); AID 1379, 2008; further: potency means the concentration at half of the fitted maximal effect; on the % scale 0 is the no-effect control and ±100 the full control effect; nearly all actives have a fitted effect of over 60% in size
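Kinase-Glo luciferase light output from ATP and luciferin was measured with 10 uM ATP, within the enzyme's linear range. Buffer: 50 mM imidazole pH 7.2, 50 mM KCl, 7 mM MgCl2, 0.01% Tween 20, 0.05% BSA; luminescence read after 8 min at ambient temperature.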
aGal spleen mod – qHTS Assay for Inhibitors and Activators of Human alpha-Galactosidase From Spleen Homogenate. human spleen homogenate, 4MU-alpha-Gal fluorescence, 40 min. actives 0.008% (n = 240,000). Potency, µM (doses to about 80 µM), for inactives: at the highest dose activity change, negative = inhibition, most hits filed as inhibitors. Alpha-galactosidase A (Homo sapiens), P06280;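 further: potency means the concentration at half of the fitted maximal effect; 0% = enzyme with vehicle and -100% = no enzyme basal signal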
Target sequence (P06280 32-429 limits assumed): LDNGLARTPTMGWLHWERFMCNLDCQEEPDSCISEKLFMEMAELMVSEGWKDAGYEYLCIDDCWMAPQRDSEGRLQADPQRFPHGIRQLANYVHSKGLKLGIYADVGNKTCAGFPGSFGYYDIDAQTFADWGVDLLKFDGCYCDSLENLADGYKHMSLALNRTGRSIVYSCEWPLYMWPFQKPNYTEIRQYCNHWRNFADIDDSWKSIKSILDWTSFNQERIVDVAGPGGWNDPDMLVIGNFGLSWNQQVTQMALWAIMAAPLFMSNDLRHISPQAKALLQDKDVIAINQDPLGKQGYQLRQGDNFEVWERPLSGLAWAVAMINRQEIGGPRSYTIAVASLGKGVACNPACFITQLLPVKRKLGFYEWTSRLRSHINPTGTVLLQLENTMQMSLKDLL
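qHTS titration in buffer at pH 5.0. Alpha-galactosidase activity in spleen homogenate was measured via 4-methylumbelliferone release from 1 mM fluorogenic substrate after 40 min at 37C and a pH 10 stop. AC50 came from Hill fits of control-normalized data.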
An asterisk follows results filed as active; ? = inconclusive; . = no result given; & = joins results of further samples; [ ] = dose if it differs, or a comment. Unless noted, the call rests on the fitted dose curve; in most records, active means well fitted curve in the direction sought with a large enough effect; inconclusive means small, poorly fitted or top-dose-only effect, or another doubt; inactive means no such curve, though single readings can be large; an effect the other way counts as inactive or inconclusive. An excerpt (hit frequency here may not be typical).

SMILES	LMNA splice mod	CBFb RUNX1 block	NPSR antagonist	IMPase Li inh	Epigenetic derep	KinaseGlo FLuc	aGal spleen mod
CCCN(CCC)C(=O)[C@@H](CCC(=O)O)NC(=O)c1ccccc1	?	-5%[21.7 µM]	.	-3%	11%[16.9 µM]	-1%[17.1 µM]	-3%[29.1 µM]
Cc1cn([C@H]2C[C@H](O)[C@@H](CO)O2)c(=O)[nH]c1=O	.	-11%	.	6%&13%	-0.6%&-1.6%	0%[39.9 µM]	-2%&1%
CC1(C)OC2CC(=O)OC[C@@]23C1CC(=O)[C@]1(C)C3CC[C@@]2(C)C(c3ccoc3)OC(=O)C3O[C@@]321 (some centres not stated)	?	.	.	-10%	2.5%	1%	2%
COc1c(O)cc2c(c1O)[C@@H]1O[C@@H](CO)[C@@H](O)[C@@H](O)[C@@H]1OC2=O	?	-17%[21.7 µM]	.	-8%	-0.4%[16.9 µM]	1%[17.1 µM]	2%[29.1 µM]
CCOC(=O)Nc1ccc2c(c1)N(C(=O)CCN1CCOCC1)c1ccccc1S2	?	0%	-1%[46.1 µM]	42%[activator][38.3 µM]	0.0%	1%	2%
C[C@@H]1[C@H](C)CC[C@@]2(C(=O)O[C@H]3O[C@@H](CO[C@H]4O[C@@H](CO)[C@@H](O[C@H]5O[C@@H](C)[C@@H](O)[C@@H](O)[C@@H]5O)[C@@H](O)[C@@H]4O)[C@@H](O)[C@@H](O)[C@@H]3O)CC[C@]3(C)C(=CC[C@H]4[C@@]5(C)C[C@@H](O)[C@@H](O)[C@](C)(CO)[C@@H]5CC[C@@]43C)[C@@H]12	?	-19%[21.7 µM]	.	4%	1.1%[16.9 µM]	0%[17.1 µM]	3%[29.1 µM]
O=C(O)CCCCCCCC(=O)O	?	-5%&-2%&19%	3%	-5%&-9%&1%	-1.7%&-0.1%&1.3%	0%&0%&2%	-20%&3%&2%
COc1ccc([C@@H]2CNC(=O)C2)cc1OC1CCCC1	?	-15%&0%&0%&-14%[21.7 µM]	.	-3%&15%&15%&3%	1.4%	1%	14%
Cc1nc2c([nH]1)c(=O)n(C)c(=O)n2Cc1ccco1	?	17%&11%	8%[46.1 µM]	11%&15%	-0.2%&0.0%	-4%	6%&-28%
CCC12CCCN3CCc4c(n(c5ccccc45)C(O)(C(=O)OC)C1)C32 (configuration not stated)	.	-11%	-3%	.	0.1%	.	-8%
CN1CCC(Nc2ncc3ncnc(Nc4ccc(F)c(Cl)c4)c3n2)CC1	.	27%	.	28%	-1.5%	-3%[39.9 µM]	25%
CCc1cc(-c2n[nH]c(C)c2-c2ccc3c(c2)OCCO3)c(O)cc1O	.	-16%	.	-1%	1.0%	0%[39.9 µM]	4%
COC(=O)Nc1nc2ccc(S(=O)c3ccccc3)cc2[nH]1 (configuration not stated)	.	-5%	.	3%	-1.3%	0%	-27%
Cc1ccc(C(=O)C(C)CN2CCCCC2)cc1 (configuration not stated)	?	16%	.	13%	11%	0%	-7%
CN(C)CCOC(=O)C(c1ccccc1)C1(O)CCCC1 (configuration not stated)	?	12%&-6%	22%	33%&41%	2.9%&-1.3%	-2%&-4%	-10%&3%
CCCN(CCC)C(=O)C(CCC(=O)O)NC(=O)c1ccccc1 (configuration not stated)	?	9%&-10%&19%	-5%	2%&9%&-1%	-0.3%&-0.1%&2.7%	2%&1%&-4%	9%&8%&-1%
CN(C)CCO[C@](C)(c1ccccc1)c1ccccn1	4%	-2%[21.7 µM]	.	7%	-0.3%[16.9 µM]	4%[17.1 µM]	12%[29.1 µM]
Cc1ccsc1/C=C/C1=NCCCN1C	-9%	15%&9%	-7%	14%&18%	-0.3%&0.9%	-6%&1%	-1%&4%
CC[C@@]12CCCN3CCc4c(n(c5ccccc45)[C@](O)(C(=O)OC)C1)C32 (some centres not stated)	.	13%	.	10%	0.0%	-2%	1%
COc1cc2[nH]c(=O)[nH]c(=O)c2cc1OC	.	9%	.	21%	-1.1%	0%	19%
CCOc1ccc(NC(=S)N2CCC(C(O)(c3ccccc3)c3ccccc3)CC2)cc1	?	0%	-54%	8%	-1.1%	5%	4%
Oc1cc2c(cc1O)C1c3ccc(O)c(O)c3OCC1(O)C2 (configuration not stated)	.	-1%&-3%	43%	4%&19%	4.0%&1.5%	?	13%&7%
COc1cc(C(=O)NCCCCCC(=O)O)cc(OC)c1OC	-1%	5%	8%[46.1 µM]	0%[38.3 µM]	-1.5%	-1%	-3%
COc1cc2c(c(OC)c1OC)-c1c(cc(OC)c(OC)c1OC)C[C@H](C)[C@H](C)C2	.	23%	-38%	.	3.0%	.	0%
CCn1cc(C(=O)O)c(=O)c2cc(F)c(N3CCN[C@@H](C)C3)c(F)c21	-3%	6%[21.7 µM]	.	-4%	1.1%[16.9 µM]	0%[17.1 µM]	-9%[29.1 µM]
CC(=O)O[C@]1(C(C)=O)CC[C@H]2C3C=C(Cl)C4=CC(=O)[C@@H]5C[C@H]5[C@]4(C)C3CC[C@@]21C (some centres not stated)	?	10%	13µM*	10%	-0.1%	-3%	3%
O=C1c2ccccc2C(=O)c2c(O)c(O)cc(O)c21	.	.	.	26%&31%	0.4%&3.5%	-14%&-16%	6%&-8%
C[C@@H](Cc1cccc(C(F)(F)F)c1)NCCOC(=O)c1ccccc1	-15%	0%[21.7 µM]	.	3%	-0.4%[16.9 µM]	1%[17.1 µM]	2%[29.1 µM]
Oc1ccc([C@@H]2CNCCc3c2cc(O)c(O)c3Cl)cc1	.	2%[21.7 µM]	.	20%	2.9%	1%	5%
COc1cc(NC(=O)c2cc(C3CC3)on2)c(OC)cc1Cl	3%	5%	-27%[46.1 µM]	-5%[38.3 µM]	2.1%	17%	0%
CN1CCN(c2c(F)cc3c(=O)c(C(=O)O)cn4c3c2SCC4)CC1	-8%	2%&11%	-3%&-5%	?	0.0%&0.0%	0%	0%&-3%
CCOC(=O)Nc1ccc(NCc2ccc(F)cc2)nc1N	-30%	-23%	-8%[46.1 µM]	21%	9.5%	-5%	0%
CCCc1cc(C(N)=S)ccn1	?	6%&1%	2%[46.1 µM]	-5%[38.3 µM]	11%&-1.3%	-4%&-6%	6%&-15%
Nc1cc(=O)[nH]c(N)n1	-17%	9%	8%[46.1 µM]	-7%&11%	2.3%&-1.6%	-3%&2%	25%&4%
CN=C(N)NC(=O)Nc1c(C)cccc1C	.	-1%	-25%	.	5.5%	.	3%
CN=C(NC#N)Nc1ccc(C2=NNC(=O)CC2C)cc1 (configuration not stated)	?	11%&14%	?	3%&4%	-0.1%&2.1%	-7%	-4%&-5%&-2%
CCN(CC)CCOC(=O)C(c1ccccc1)c1ccccc1	?	7%	-8%	25%&30%&14%	-2.5%	-2%	5%
COc1ccc(S(=O)(=O)Nc2nnc(CC(C)C)s2)cc1	4%	3%	-1%[46.1 µM]	17%[38.3 µM]	-0.7%	0%	-1%
CCCCOC(=O)c1ccc(N)cc1	?	10%	-1%	8%&5%&3%&3%	0.8%	-3%	6%
NC(=O)NC(=O)Cc1ccccc1	?	7%	.	9%	-0.5%	-3%	-3%
C[C@H]1c2cccc(O)c2C(O)=C2C(=O)[C@]3(O)C(O)=C(C(N)=O)C(=O)[C@@H](N(C)C)[C@@H]3[C@@H](O)[C@@H]21	.	4%&-10%	5%	-23%	-2.2%&1.1%	-3%[39.9 µM]	11%&-7%
O=C(O)[C@@H]1[C@@H]2C[C@H]3c4[nH]c5ccccc5c4CCN3C[C@@H]2CC[C@@H]1O	?	-15%[21.7 µM]	.	8%	-0.3%[16.9 µM]	-1%[17.1 µM]	8%[29.1 µM]
Cc1cc(O)c2c(c1)C(=O)c1cccc(O)c1C2=O	?	2%[21.7 µM]	12%	4%&3%&3%&7%	2.7%&3.1%&-1.7%	-1%&0%&0%	5%&1%&-1%&8%
O=C(NCCN1CCOCC1)c1ccc(Cl)cc1	21%	11%	-30%[46.1 µM]	-28%[38.3 µM]	1.0%	-1%	3%
CN(CCOc1ccc(NS(C)(=O)=O)cc1)CCc1ccc(NS(C)(=O)=O)cc1	?	2%	50%	.	0.0%	.	1%
CC1(C)Oc2ccc(C#N)cc2[C@H](N2CCCC2=O)[C@H]1O	.	-2%&5%[21.7 µM]	.	-1%&15%	1.0%&-0.3%	1%&2%	4%&5%
CC(C)[C@@H]1C(=O)N(S(C)(=O)=O)[C@H]2CCN(C(=O)/C=C\CN3CCCCC3)[C@@H]12	.	-3%[21.7 µM]	.	12%	-0.3%	1%	1%
CN1CCN(CCCN2c3ccccc3Sc3ccc(S(=O)(=O)N(C)C)cc32)CC1	?	14%[21.7 µM]	.	11%	6.6%[16.9 µM]	1%[17.1 µM]	6%[29.1 µM]
C[C@@H]1C[C@H]2[C@@H]3C[C@H](F)C4=CC(=O)C(Cl)=C[C@]4(C)[C@@]3(F)[C@@H](O)C[C@]2(C)[C@@]1(O)C(=O)CO	?	6%	-9%	.	0.0%	.	6%
Cc1oncc1C(=O)Nc1ccc(C(F)(F)F)cc1	?	16%	?	4%&6%&-4%&19%&2%	2.1%	-4%	3%
COc1cc(C)nc(-n2nc(C)cc2OC)n1	-2%&-10%	4%	12%	4%&8%	4.0%	0%	-1%

An excerpt of these results, in markdown:
| compound | LMNA splice mod | CBFb RUNX1 block | NPSR antagonist | IMPase Li inh | Epigenetic derep | KinaseGlo FLuc | aGal spleen mod |
| --- | --- | --- | --- | --- | --- | --- | --- |
| COc1ccc(S(=O)(=O)Nc2nnc(CC(C)C)s2)cc1 | 4% | 3% | -1%[46.1 µM] | 17%[38.3 µM] | -0.7% | 0% | -1% |
| CCc1cc(-c2n[nH]c(C)c2-c2ccc3c(c2)OCCO3)c(O)cc1O | . | -16% | . | -1% | 1.0% | 0%[39.9 µM] | 4% |
| Cc1ccc(C(=O)C(C)CN2CCCCC2)cc1 (configuration not stated) | ? | 16% | . | 13% | 11% | 0% | -7% |
